AI-2 QS modul – Vibrio harveyi AI-2 quorum sensing modulation; Vibrio harveyi JMH597 AI-2 luminescence/OD600 ratio, 9 h; active compounds read low; strain lacks LuxN and CqsS sensors; 0 = neutral-control median; activity change, % at 7.5 µM; AID 2094; hit rate 0.4% among 300,000; in the data active means activity change below about -75%, passing the limit was not always enough;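 further: luminescence divided by OD600 gain over 9 h not by final OD600 alone; inactives centre near 13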
TRPC4 inh – inhibitors of mouse TRPC4 channel | AID 2247 | Q9QUQ5 | hit rate 0.39% among 300,000 | B-score at 10 µM | HEK293 TRPC4beta/mu-opioid, DAMGO-evoked Fluo4 calcium flux; active compounds read low;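 active means B-score over 3 SD under the library average, no early fluorescence shift, positive overall ratio signal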
Target sequence (Q9QUQ5 whole entry, looked up): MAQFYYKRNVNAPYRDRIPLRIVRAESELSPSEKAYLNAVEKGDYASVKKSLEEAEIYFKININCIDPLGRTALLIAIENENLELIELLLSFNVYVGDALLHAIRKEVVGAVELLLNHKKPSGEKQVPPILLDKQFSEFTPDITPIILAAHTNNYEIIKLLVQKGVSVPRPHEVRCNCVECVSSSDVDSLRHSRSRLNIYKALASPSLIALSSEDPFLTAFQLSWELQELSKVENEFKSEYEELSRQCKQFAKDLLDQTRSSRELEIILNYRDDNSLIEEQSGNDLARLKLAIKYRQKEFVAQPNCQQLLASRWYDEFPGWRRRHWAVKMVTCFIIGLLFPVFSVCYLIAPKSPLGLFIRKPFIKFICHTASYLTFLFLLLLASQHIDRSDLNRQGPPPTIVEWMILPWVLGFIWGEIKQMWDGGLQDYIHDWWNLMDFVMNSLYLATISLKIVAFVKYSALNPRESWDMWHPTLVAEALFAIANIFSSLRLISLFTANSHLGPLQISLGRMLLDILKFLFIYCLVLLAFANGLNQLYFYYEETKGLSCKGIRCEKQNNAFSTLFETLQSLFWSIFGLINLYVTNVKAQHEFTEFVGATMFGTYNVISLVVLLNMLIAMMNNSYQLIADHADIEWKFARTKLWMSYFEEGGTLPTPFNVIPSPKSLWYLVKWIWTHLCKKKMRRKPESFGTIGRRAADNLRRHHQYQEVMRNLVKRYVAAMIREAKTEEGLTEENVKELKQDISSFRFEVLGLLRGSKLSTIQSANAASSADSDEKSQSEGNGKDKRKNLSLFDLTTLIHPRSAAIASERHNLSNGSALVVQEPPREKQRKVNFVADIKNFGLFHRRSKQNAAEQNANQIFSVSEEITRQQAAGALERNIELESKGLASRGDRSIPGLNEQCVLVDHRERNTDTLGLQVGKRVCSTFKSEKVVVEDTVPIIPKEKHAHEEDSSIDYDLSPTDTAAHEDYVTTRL
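Material: HEK293 cells with stable TRPC4beta plus mu-opioid receptor expression / Probe or stimulus: DAMGO in two steps, submaximal then maximal / Compound: single concentration per test compound / Technique: kinetic Fluo4 fluorescence imaging of calcium influx / Read-out: per-well B score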
TRPC6 inh – mouse TRPC6 channel inhibition | HEK293-TRPC6, membrane potential dye, ACh-evoked depolarization; active compounds read low | Q61143 | B-score at 10 µM | hit rate 1.1% among 310,000 | AID 2553;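 active means B-score under library mean minus 3 SD, initial fluorescence not abnormally high, positive integrated signal ratio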;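 further: B-score derived from integrated fluorescence ratio over the kinetic read; more negative B-score means stronger inhibition of depolarization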
HIF activator – HIF pathway transcriptional activation; activation, % at 7.5 µM (by protocol); hit rate 0.32% among 300,000; U2OS HRE-luciferase reporter, luminescence; normalized: DMSO 0%, desferrioxamine 100%;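 active means mean activation of at least 10% of the iron chelator positive control signal, with at least half of replicates also reaching 10%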
TRPC4 PAM – TRPC4 (mouse) allosteric potentiation. Q9QUQ5. HEK293 TRPC4beta/mu-opioid, DAMGO EC20, Fluo-4 Ca2+ flux; active compounds read high. B-score at 10 µM. hit rate 0.42% among 310,000. AID 2227;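 active means B-score of calcium response area above 5 SD of library B-scores, with initial fluorescence ratio within 5 SD of library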;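 further: B-score of integrated fluorescence ratio over time as area under calcium response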
PolyA inhibitor – yeast polyadenylation inhibition. hit rate 0.02% among 300,000. S. cerevisiae SKY197-pL101 polyadenylation reporter, beta-gal luminescence; efflux-impaired pdr1/pdr3 knockout yeast; score 100 = 6 SD above DMSO. calls only at 12 µM;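 active means lowest replicate activity score at least 50, where 100 means six control SD above control mean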;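 further: yeast exposed to compound for 9 h at 30 °C; higher score means more reporter readthrough which indicates perturbed polyadenylation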
MrgX1 PAM – allosterically activates human MrgX1 receptor signaling; Q96LB2; AID 588675; MrgX1-HEK293, Fluo-4 calcium flux, FDSS; active compounds read high; hit rate 0.63% among 310,000; B-score at 10 µM;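 active means plate-corrected calcium response at least 3 library SD above typical, normal starting fluorescence, not activating the receptor alone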;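 further: compound read alongside a low EC10 to EC30 dose of BAM8-22 agonist; peak minus trough fluorescence over baseline measured at the second addition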
MrgX1 antag – blocks BAM8-22 activation of human MrgX1 receptor | hit rate 1.3% among 310,000 | MRGX1-HEK293 calcium flux, Fluo-4, BAM8-22 antagonism; active compounds read low | AID 588676 | Q96LB2 | B-score at 10 µM;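 active means calcium-response B-score plate-corrected more than 3 library SD below zero, starting fluorescence within 5 deviations, no agonist response on first addition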;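 further: peak minus trough fluorescence over baseline after final BAM8-22 challenge near maximal dose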
TRPC4 act – activators of mouse TRPC4 channel; AID 2237; B-score at 10 µM; HEK293 TRPC4beta/mu-opioid, Fluo4 calcium fluorescence; active compounds read high; hit rate 0.49% among 310,000; Q9QUQ5;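 active means B-score above 5 SD of library B-scores, and initial fluorescence ratio not above library mean plus 5 SD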;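 further: positive B-score marks a calcium rise read as TRPC4 activation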
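Assay system – TRPC4beta and mu-opioid receptor HEK293 stable cells · Measured by – Fluo4 fluorescence, kinetic · Schedule – dye loading 45 min room temperature, 110 s kinetic read · Read-out – B-scored integrated calcium fluorescence ratio · Controls – buffer and maximal DAMGO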
MrgX1 agonist – activates human MrgX1 receptor signaling; Q96LB2; MrgX1-HEK293 cells, Fluo-4 calcium fluorescence, agonist mode; active compounds read high; B-score at 10 µM; hit rate 0.44% among 310,000;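 active means calcium response B-score plate-corrected fluorescence ratio at least 3 library SD, with starting fluorescence B-score inside 5 SD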
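times = overnight plating, then 30 min 37 °C plus 30 min room-temperature dye loading | assay system = stable human MrgX1 HEK293 cell line | input = fifteen thousand cells per well | signal = kinetic calcium dye fluorescence, Fluo-4 NW | dosing = compound delivered in addition one of three | read-out = B-scored fluorescence response ratio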
TRPC6 act – mouse TRPC6 channel activation. Q61143. HEK293-TRPC6 membrane potential dye fluorescence; active compounds read high. B-score at 10 µM. AID 2550. hit rate 0.13% among 310,000;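 active means B-score of the integrated fluorescence ratio above library mean plus 3 SD, and starting fluorescence ratio within library mean plus 5 SD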;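 further: higher score means more depolarization so channel activation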
* hit, by the source's call; i = inactive; · = no result given.

Each structure is followed by: TRPC6 inh, TRPC4 act, PolyA inhibitor, HIF activator, MrgX1 agonist, MrgX1 antag, TRPC6 act, TRPC4 PAM, AI-2 QS modul, MrgX1 PAM, TRPC4 inh
- Cc1ccc(-c2ccc3nnc(SCC(=O)NCC4CCCO4)n3n2)cc1 (stereo not given)
 : i, i, i, -0.4, i, i, i, i, 25.9, i, i
- Cc1ccc(/C=N/NC(=S)NC(C)C)o1
 : i, i, i, 2.2, i, i, i, i, -4.2, i, i
- COc1ccccc1-c1nc2n(n1)C(c1ccc(Cl)cc1)C(C(N)=O)=C(C)N2 (stereo not given)
 : i, i, i, 0.7, i, i, i, i, 0.0, i, i
- CCOc1ccc(S(=O)(=O)N2CCC(C(=O)NCCc3ccc(OC)c(OC)c3)CC2)cc1
 : i, i, i, 0.0, i, i, i, i, -8.9, i, i
- CC(=O)c1ccc(NC(=S)N2C(C)CCCC2C)cc1 (stereo not given)
 : i, i, i, 2.7, i, i, i, i, 3.3, i, i
- O=C(C1=C[C@H](c2ccc(C(F)(F)F)cc2)C[C@H](OCc2ccc(CO)cc2)O1)N1CCCCCCC1
 : i, i, i, -1.1, i, i, i, i, 17.8, i, i
- O=C(/C=C/c1ccccc1Cl)NC1CCCCC1
 : i, i, i, 1.0, i, i, i, i, -4.7, i, i
- Cn1c(=O)oc2cc(S(=O)(=O)NCCC(=O)NCCc3ccccc3)ccc21
 : i, i, ·, 0.2, i, i, i, i, 20.0, i, ·
- CCCc1nnc(NC(=O)CCC(=O)N2CCN(Cc3cc(Cl)ccc3OC)CC2)s1
 : i, i, i, 1.0, i, i, i, i, 26.2, i, i
- CC(C)(C)NC(=O)C(c1ccccn1)N(C(=O)C1CSC(=O)C1)c1ccc(F)cc1 (stereo not given)
 : i, i, i, -0.8, i, i, i, i, 21.4, i, i
- O=C(c1ccc2c(c1)CCN2S(=O)(=O)c1ccccc1)N1CCN(c2ccc(F)cc2)CC1
 : i, i, i, -0.4, i, i, i, i, 11.2, i, i
- O=C(COc1ccc(Cl)cc1Cl)N/N=C/c1ccc(OC2OC(CO)C(O)C(O)C2O)cc1 (stereo not given)
 : i, i, i, -0.6, i, i, i, i, 23.4, i, i
- O=C(CCc1ccccc1)NC1C2CC3CC(C2)CC1C3 (stereo not given)
 : i, i, i, -1.1, i, i, i, i, 4.3, i, i
- COCCn1c(N)c(N(Cc2ccccc2)C(=O)c2ccc(-c3ccc(Cl)cc3)o2)c(=O)[nH]c1=O
 : i, i, i, -0.7, i, i, i, i, -8.2, i, i
- COc1ccc(CCNC(=O)CCc2ccc(S(=O)(=O)NC(C)C)cc2)cc1OC
 : i, i, i, -0.9, i, i, i, i, 14.0, i, i
- CC(C)(C)c1cc(NC(=O)c2cccc([N+](=O)[O-])c2)no1
 : i, i, i, 1.9, i, i, i, i, 31.4, i, i
- Cc1c(Cl)cccc1NC(=O)C1CCCCC1
 : i, i, i, -0.5, i, i, i, i, 21.5, i, i
- Cc1ccc(-c2c[n+](Cc3ccc(Cl)c(Cl)c3)c3n2CCC3)cc1
 : i, i, i, 0.3, i, i, i, i, 25.4, i, -8*
- CCOC(=O)N1CCN(CC(O)COCc2ccccc2)CC1 (stereo not given)
 : i, i, i, 0.0, i, i, i, i, 6.6, i, i
- COc1ccc(/C=N/NC(=O)C(N)=O)c(OC)c1OC
 : i, i, i, 0.2, i, i, i, i, 3.4, i, i
- CCc1ccccc1NC(=O)CCc1c(C)nc(SC)nc1C
 : i, i, i, 0.1, i, i, i, i, 13.8, i, i
- Cc1cnc(NC(=O)c2ccccn2)s1
 : i, i, i, -1.1, i, i, i, i, 24.3, i, i
- Cc1ccc(N(Cc2ccc(C(=O)NCCSc3ccccn3)cc2)S(C)(=O)=O)cc1C
 : i, i, i, 1.1, i, i, i, i, 15.9, i, i
- COc1ccc(/C=C/c2ccncc2)cc1OC
 : i, i, i, 0.4, i, i, i, i, 2.2, i, i
- COc1ccccc1CNc1cncnc1
 : i, i, i, -0.6, i, i, i, i, -1.8, i, i
- O=[N+]([O-])c1ccc(Oc2cccc(C(F)(F)F)c2)nc1
 : i, i, i, -0.1, i, i, i, i, 3.6, i, i
- Cc1ccc2c(c1)CC1(CN2C)C(=O)OC2(CCCCC2)OC1=O
 : i, i, i, -0.2, i, i, i, i, 30.6, i, i
- CC(=O)Oc1ccc(-c2cc3ccccc3oc2=O)cc1
 : i, i, i, 2.0, i, i, i, i, 19.7, i, i
- COC(=O)c1ccc(Oc2nc3c(c(=O)n(C)c(=O)n3C)n2CCC(C)C)cc1
 : i, i, i, 0.1, i, i, i, i, 28.8, i, i
- O=C(Nc1ccc(Cl)cn1)c1ccc2c(Cl)c3c(nc2c1)CCC3
 : i, i, i, 0.2, i, i, i, i, 23.4, i, i
- NC(=O)COC(=O)c1cccc(S(=O)(=O)N2CCN(c3ccccc3)CC2)c1
 : i, i, i, 0.0, i, i, i, i, 12.9, i, i
- CCCCC(NC(=O)c1ccccc1)C(=O)OCC(=O)N1c2ccccc2Sc2ccccc21 (stereo not given)
 : i, i, i, 0.1, i, i, i, i, 20.2, i, i
- NC(=O)c1cc2nc(-c3ccco3)cc(C(F)(F)F)n2n1
 : i, i, i, -0.2, i, i, i, i, 4.2, i, i
- CCOC(=O)/C=c1\s/c(=C\c2ccc(C)cc2)c(=O)n1CC(=O)NCc1ccco1
 : i, i, i, 0.2, i, i, i, i, 33.8, i, i
- O=C(NC1CCCCCC1)C1CC(=O)N(c2ccc(Cl)cc2)C1 (stereo not given)
 : i, i, i, -0.3, i, i, i, i, 9.5, i, i
- COc1ccccc1N1C(=O)CC(N2CCN(c3ccc(F)cc3)CC2)C1=O (stereo not given)
 : i, i, i, -0.9, i, i, i, i, 8.4, i, i
- COc1ccc2occ(C(=O)c3ccc(N=C(C)N(C)C)cc3)c2c1
 : i, i, i, 1.4, i, i, i, i, -1.8, i, i
- COc1ccc(OC)c(CNC(=O)c2cc(=O)[nH]c3ccc(S(=O)(=O)N4CCCC4)cc23)c1
 : i, i, i, -0.6, i, i, i, i, 17.0, i, i
- Cc1ccc(O)c(C2=Nc3ccccc3N=C(c3ccco3)C2)c1
 : i, i, i, 0.7, i, i, i, i, 37.8, i, i
- CN(C)S(=O)(=O)c1ccc(NC(=O)COc2ncnc3sccc23)cc1
 : i, i, i, 0.3, i, i, i, i, -96.9*, i, i
- CCC/C=C(\CCC)C(NC(=O)Cc1ccccc1)c1ccc(C(=O)OC)cc1 (stereo not given)
 : i, i, i, -0.1, i, i, i, i, 24.4, i, i
- Cc1ccc(C(C)C)c(OCC(=O)NN=C2CCCCCCC2)c1
 : i, i, i, -2.3, i, i, i, i, 33.1, i, i
- O=C(NCc1nnc2c3ccccc3c(-c3ccccc3)nn12)c1ccccc1Cl
 : i, i, i, -0.1, i, i, i, i, 19.6, i, i
- CCOc1cc(/C=N/n2c(COc3ccccc3)n[nH]c2=S)ccc1O
 : i, i, i, -0.6, i, i, i, i, 7.2, i, i
- COc1cc(/C=C(\C#N)C(N)=O)ccc1OCc1c(C)no[n+]1[O-]
 : i, i, i, 0.0, i, i, i, i, 6.2, i, i
- COc1ccc(OCC(=O)Nc2cc(OC)cc(OC)c2)cc1
 : i, i, i, ·, i, i, i, i, -0.5, i, i
- COc1cc(Br)c(CN2CCCN(C)CC2)cc1OC
 : i, i, i, -0.5, i, i, i, i, 7.1, i, i
- Cc1ccc(O)c(-c2cc(C(=O)NCc3ccncc3)[nH]n2)c1
 : i, i, i, 0.5, i, i, i, i, -40.7, i, i
- CC(C)Oc1cccc(-c2nnc(SCC(=O)Nc3ccc4c(c3)OCCO4)n2N)c1
 : i, i, i, -0.2, i, i, i, i, 8.3, i, i
- Cc1cc(Br)ccc1NC(=O)CN1C(=S)NC(C)(C)CC1C (stereo not given)
 : i, i, i, 0.4, i, i, i, i, ·, i, i
- CC(C)C1(CCNC(=O)c2cccs2)CCOC(C)(C)C1 (stereo not given)
 : i, i, ·, -0.4, i, i, i, i, 7.3, i, i
- CC1(C)CC(=O)C=C(NC2CCCCC2)C1
 : i, i, i, -0.2, i, i, i, i, 14.7, i, i
- Cc1ccc(S(=O)(=O)/N=C2/NC(=O)/C(=C/c3cccnc3)S2)cc1
 : i, i, i, -0.3, 31.1*, i, i, i, 18.2, i, i
- Cc1ccc(S(=O)(=O)N2CCN(C(=O)c3ccccc3)CC2)c(C)c1NS(C)(=O)=O
 : i, i, i, -0.5, i, i, i, i, 18.3, i, i
- CC(C)CCn1c(N2CCN(c3cccc(Cl)c3)CC2)nc2c1c(=O)[nH]c(=O)n2C
 : i, i, i, -15.5, i, i, i, 16*, 26.5, i, i
- O=C(COC(=O)c1cc(=O)c2ccccc2o1)NC1CCCC1
 : i, i, i, 0.0, i, i, i, i, 9.0, i, i
- Cc1c(C)c2ccc(OS(C)(=O)=O)c(C)c2oc1=O
 : i, i, i, -0.1, i, i, i, i, 1.1, i, i
- CN(C)CCN(Cc1ccco1)S(=O)(=O)c1ccc(-c2ccc(=O)[nH]n2)s1
 : i, i, i, -0.8, i, i, i, i, 9.9, i, i
- O=C(O)CCC(=O)N1CCN(c2ccc(C(=O)c3ccc(F)cc3)cc2)CC1
 : i, i, i, 0.3, i, i, i, i, 25.5, i, i
- O=C(Cc1cccc2ccccc12)NN1C(=O)CSC1=S
 : i, i, i, -0.6, i, i, i, i, -3.2, i, i

Next results follow.
Each structure is followed by: TRPC6 inh, TRPC4 act, PolyA inhibitor, HIF activator, MrgX1 agonist, MrgX1 antag, TRPC6 act, TRPC4 PAM, AI-2 QS modul, MrgX1 PAM, TRPC4 inh
- CN1C(C(=O)NCc2ccc(OC(F)(F)F)cc2)CC2Cn3c(nc4cc5ccccc5cc43)C21 (stereo not given)
 : i, i, i, -0.2, i, i, i, i, 4.7, i, i
- Cn1c(=O)cc(SCC(=O)N2CCCC2)c2ccccc21
 : i, i, i, -0.3, i, i, i, i, 13.9, i, i
- O=C(O)CCNC(=O)c1ccc(N=Nc2ccc(O)c(C(=O)O)c2)cc1
 : i, i, i, -0.1, ·, ·, i, i, 20.2, ·, i
- COc1ccccc1C1NC(=O)NC(C)=C1C(=O)OCc1ccccc1 (stereo not given)
 : i, i, i, -0.2, i, i, i, i, 10.4, i, i
- CC(OC(=O)c1cc2sccc2n1C)C(=O)NCc1ccc(F)cc1 (stereo not given)
 : i, i, i, 0.0, i, i, i, i, 26.2, i, i

An excerpt; count on the stated rates, not on these rows.
